AID2073: inhibitors of Mint1-CaV2.2 protein interaction, biochemical, HTRF (AID 2073); HTRF protein-protein interaction, Mint1-CaV2.2; higher % means a stronger effect; inhibition, % at 20 µM, or IC50 in µM where a hit was titrated; hit rate 0.19% among 290,000; in the data active = inhibition mostly above about 51%, no sharp cut-off; inconclusive = no clear call, values can overlap the other calls; inactive = mostly below about 53%; also: some results filed as inactive read as strong as hits
NTR1 agonist: NTR1-driven beta-arrestin-GFP spot formation – imaging, U2OS cells, high content, primary screen (AID 493036); P30989; activation, % at 20 µM; hit rate 0.17% among 330,000; agonist mode;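 active = activation at or above 40% of the spot to cytoplasm intensity ratio, with at least 20 cells analyzed; inconclusive = wells under 20 cells, flagged as cytotoxic or low count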;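 also: 0% = DMSO without peptide and 100% = 100 nM NTR1 peptide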
Target sequence (P30989 whole entry, looked up): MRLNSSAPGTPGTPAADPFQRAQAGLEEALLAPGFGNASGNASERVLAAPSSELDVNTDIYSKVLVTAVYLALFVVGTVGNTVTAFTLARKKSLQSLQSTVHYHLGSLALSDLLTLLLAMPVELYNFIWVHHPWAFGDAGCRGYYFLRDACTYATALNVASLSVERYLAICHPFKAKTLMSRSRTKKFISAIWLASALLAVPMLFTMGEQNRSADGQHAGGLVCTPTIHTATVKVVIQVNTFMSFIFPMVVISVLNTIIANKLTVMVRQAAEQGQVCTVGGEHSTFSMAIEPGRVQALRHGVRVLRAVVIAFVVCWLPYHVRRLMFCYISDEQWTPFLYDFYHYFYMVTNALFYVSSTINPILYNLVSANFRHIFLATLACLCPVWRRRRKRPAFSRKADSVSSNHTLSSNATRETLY
GPR55 antagonists: GPR55 antagonists blocking LPI-driven arrestin recruitment, primary screen, imaging, U2OS, beta-arrestin-GFP, LPI agonist (AID 2013). hit rate 0.13% among 290,000. U2OS GPR55 beta-arrestin-GFP translocation imaging, LPI antagonism; higher % means a stronger effect. one-dose inhibition, % at 10 µM; IC50 in µM for titrated hits;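 active = spots per cell inhibited over 60%, with over 100 cells counted and total cytoplasm intensity under 500,000; inconclusive = wells with under 100 cells, flagged as likely toxic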;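 also: U2OS cells stably carrying GPR55 and arrestin-GFP stimulated by 5 µM LPI near EC80; imaged beta-arrestin-GFP aggregate spots per cell after agonist stimulation; plate controls were LPI-stimulated DMSO wells for no effect and DMSO wells without LPI for full effect; some results filed as inactive read as strong as hits; confirmed hits need IC50 under 10 µM and bright autofluorescent wells are also inconclusive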
SIAH1 antagonists: Siah-1 peptide-binding antagonists, primary screen, biochemical, fluorescence polarization, rhodamine-plectin, uHTS (AID 1817); Siah-1 / rhodamine-plectin peptide fluorescence polarization; higher % means a stronger effect; one-dose displacement, % at 20 µM; IC50 in µM for titrated hits; hit rate 0.02% among 290,000;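 active = displacement of at least 50% at 20 µM, with a fluorescence ratio check between 0.3 and a set limit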;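 also: plate controls were Siah plus tracer with DMSO for no effect and tracer alone without Siah for full effect; strong numbers were not always called active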
HIV peptide binding: inhibitors of HIV fusion peptide binding, primary screen, biochemical, uHTS, fluorescence dequenching (AID 1986) | cell-free peptide binding, fluorescence dequenching, 30 min; higher % means a stronger effect | one-dose inhibition, % at 20 µM; IC50 in µM for titrated hits | hit rate 0.3% among 290,000; in the data active = inhibition mostly above about 52%, no sharp cut-off; inactive = mostly below about 76%; also: some results filed as inactive read as strong as hits
GPR55 beta-arrestin: selective activators of receptor GPR55 – imaging, U2OS cells, beta-arrestin-GFP redistribution, primary screen (AID 1961); U2OS GPR55 beta-arrestin-GFP redistribution imaging; higher % means a stronger effect; activation, % at 10 µM, or EC50 in µM where a hit was titrated; hit rate 0.048% among 290,000;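 active = activation above 40% with more than 50 cells counted in the well; inconclusive = wells holding fewer than 50 cells, flagged as toxic or sparse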;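 also: U2OS osteosarcoma cells stably expressing GPR55 and beta-arrestin-GFP; plate controls were DMSO negative control for no effect and LPI positive control for full effect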
Dengue-2 NS5 capping: flavivirus cap methylation enzyme inhibition – biochemical, confirmation dose response, primary screen (AID 588689) | Dengue-2 NS5 methyltransferase capping enzyme assay, biochemical; higher % means a stronger effect | one-dose inhibition, % at 25 µM; IC50 in µM for titrated hits | hit rate 0.3% among 340,000; in the data active = a potency from the dose series; inconclusive = inhibition above about 29% without an active follow-up result
GPR35 arrestin U2OS: GPR35 antagonists blocking zaprinast-driven arrestin recruitment, primary screen, imaging, U2OS, beta-arrestin-GFP, zaprinast agonist (AID 2058). U2OS GPR35 beta-arrestin-GFP translocation imaging, zaprinast antagonism; higher % means a stronger effect. one-dose inhibition, % at 10 µM; IC50 in µM for titrated hits. hit rate 0.052% among 290,000;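 active = inhibition of at least 50% with at least 30 cells and total cytoplasm GFP at most 10,000,000; inconclusive = under 30 cells or total GFP of 10,000,000 plus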
K1F lysis inhibition: protection from phage-mediated lysis, alamar blue read-out – E. coli UTI89, K1F phage, bacterial capsule biogenesis inhibitors (AID 488966) | inhibition, % at 100 µM; hits with a dose series show IC50 in µM | E. coli UTI89 K1F phage lysis, alamar blue, 2 h; higher % means a stronger effect | hit rate 0.02% among 340,000;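 active = phage lysis inhibition, versus mean bacterial control, above a set limit; inconclusive = no clear call, values can overlap the other calls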;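 also: capsule biogenesis inhibitors block K1F phage lysis so surviving cells raise fluorescence; higher fluorescence means more inhibition of phage lysis; actives were called in the ten point dose series up to 300 µM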
NTR1 agonist cell count 20 µM: second read-out of NTR1 agonist, no call of its own (marks repeat the call); cell count; measured here: cell count, cytotoxicity flag
Dengue-2 NS5 capping pilot replicate: also measured in Dengue-2 NS5 capping; calls as there; inhibition, %; measured here: pilot screen replicate inhibition
Starred values were filed as active, the others as inactive; ? = inconclusive; nt = not tested or not shown; [ ] = another dose, or the depositor's remark.

SMILES	AID2073	NTR1 agonist	NTR1 agonist cell count 20 µM	GPR55 antagonists	SIAH1 antagonists	HIV peptide binding	GPR55 beta-arrestin	Dengue-2 NS5 capping	GPR35 arrestin U2OS	K1F lysis inhibition	others
Cc1cc(C)c([N+](=O)[O-])cc1NCC(=O)N1CCN(c2ccccc2)CC1	16%	1.3	46	-1%	7%	-1.1%	-0.2%	-5%	-15%	0.0%
Cc1cc(C)cc(Nc2ncnc3nc[nH]c23)c1	2%	-0.1	59	8%	4%	-0.4%	-0.1%	-9%	-8%	0.9%[50 µM]
CCOC(=O)C1(Cc2ccc(OC)cc2)CCN(C(=O)CCc2cccnc2)CC1	-8%	-1.5	58	10%	0%	0.3%	0.0%	-8%	12%	0.1%
COc1ccc(S(=O)(=O)NC(CC(=O)NCc2ccc3c(c2)OCO3)c2ccco2)cc1 (configuration not stated)	0%	-1.3	50	9%	-1%	-2.4%	-0.1%	-1%	9%	0.0%
CCC(C)(C)n1nnnc1C(c1cccs1)N1CCc2ccccc21 (configuration not stated)	-4%	2.3	46	-14%	1%	-3.0%	-0.2%	-2%	11%	1.7%[50 µM]
O=C(NC(=S)Nc1ccccc1C(F)(F)F)c1ccccc1F	-5%	1.2	55	-2%	11%	-1.9%	0.2%	7%	-10%	-0.3%
O=C(CN1c2ccccc2Sc2ccccc21)N/N=C/c1ccc(Cl)cc1	8%	14	52	8%	15%	-1.0%	-0.2%	nt	4%	nt
Cn1c2c(c(=O)n(C)c1=O)C(NS(=O)(=O)c1ccccc1)(C(F)(F)F)C(=O)N2 (configuration not stated)	0%	0.8	55	18%	-2%	1.3%	-0.1%	-9%	14%	0.9%
CCn1cc(CNC(=O)c2cc(-c3cc(OC)ccc3OC)nc3ccccc23)c(C)n1	5%	1.1	53	4%	2%	1.7%	-0.2%	-1%	4%	2.7%
CCOC(=O)CSc1nnc(CNC(=O)c2ccco2)n1C	9%	-0.3	80	0%	0%	1.1%	-0.1%	-2%	-3%	-1.3%
C=CCn1c(CC(C)(C)C)nc2ccccc21	-1%	1.1	59	-10%	-4%	-2.5%	-0.2%	-5%	3%	0.8%
COc1cc(C2=NOC(C(=O)Nc3ccc(C(C)=O)cc3)C2)cc(OC)c1OC (configuration not stated)	0%	-0.9	59	7%	2%	19%	-0.1%	3%	10%	-1.1%
COc1ccc(OC)c(NC(=O)CSc2nnc(CNC(=O)c3ccco3)o2)c1	-8%	-0.9	47	-5%	1%	-0.5%	-0.1%	5%	2%	2.8%
O=C(NCCCCNC(=O)C(F)(F)F)C(F)(F)F	-3%	2.0	46	1%	0%	-1.5%	-0.3%	-13%	5%	0.2%
Cc1ccccc1C(=O)Nc1ccc(C(=O)N/N=C/c2ccc(F)cc2)cc1	-1%	7.1	51	12%	16%	1.2%	-0.1%	-10%	7%	-0.1%
COc1ccc(CCNC(=O)Cn2nnc3ccccc3c2=O)cc1	3%	1.0	43	-4%	-2%	-1.4%	-0.2%	3%	-8%	4.1%
CCN1CCN(CCCN(Cc2ccco2)C(=S)Nc2ccc(Cl)cc2)CC1	-24%	-0.5	61	17%	1%	-1.4%	2.2%	1%	-12%	0.2%
CSc1nc(O)c(C(c2cccc([N+](=O)[O-])c2)c2c(O)nc(SC)[nH]c2=O)c(=O)[nH]1	11%	0.8	37	0%	-7%	0.8%	-0.1%	-12%	6%	-0.4%
C=CCN1CCN(c2ccncc2S(=O)(=O)N2CCCCC2)CC1	6%	0.9	54	-3%	-2%	-1.9%	-0.1%	1%	5%	-0.3%
COc1ccc(CCNC(=O)CCC(=O)N2CCOc3ccccc32)cc1OC	7%	9.9	99	16%	1%	-1.3%	0.0%	-6%	1%	6.7%
O=S(=O)(c1ccc(Br)cc1)N1CCN=C1SCc1cccc(F)c1	6%	7.8	57	14%	3%	2.3%	0.3%	4%	6%	1.7%[50 µM]
CCOC(=O)C(CCCOc1cccc(CC)c1)C(=O)OCC	-4%	1.1	67	3%	0%	-1.6%	0.1%	-6%	1%	1.5%
Cc1ccc2nc(SCc3nnc(-c4ccccc4)o3)[nH]c2c1	1%	-1.3	36	0%	6%	-3.0%	-0.2%	-9%	2%	0.7%
COc1ccc(CNC(=O)CN2C(=O)c3ccccc3C2=O)cc1	9%	-0.7	95	11%	2%	-1.3%	0.3%	-9%	3%	-0.1%
O=C(N/N=C/c1c(O)n(-c2ccccc2Cl)c(=O)c2ccccc12)c1cccnc1	6%	nt	nt	-2%	5%	21%	0.1%	-70%	-3%	-0.4%
Cc1oc(-c2ccccc2Cl)nc1CS(=O)(=O)CC(=O)NCCc1ccccc1	0%	1.7	54	8%	-1%	0.1%	0.0%	-3%	12%	3.7%
CC(=O)Nc1ccc2c(c1)CCc1ccccc1-2	5%	0.8	94	-4%	-3%	-0.8%	-0.1%	-10%	-6%	0.3%
CCOc1ccccc1N(C)C(=O)CCS(=O)(=O)c1ccc2c(c1)NC(=O)C(C)S2 (configuration not stated)	1%	0.7	59	5%	6%	-1.0%	0.3%	-5%	27%	0.1%
Cc1cc(NC(=O)CN2C(=O)c3ccccc3S2(=O)=O)no1	-8%	-0.3	63	6%	-9%	-2.9%	-0.1%	-3%	14%	0.0%
Cc1ccc2[nH]cc(C(=O)NCc3cccs3)c(=O)c2c1	-3%	3.4	42	4%	3%	-0.6%	-0.2%	-1%	4%	?
Cc1oncc1-c1cn2ccccc2n1	1%	0.9	56	3%	3%	-0.3%	0.2%	5%	8%	-0.9%
CC1=C(C(=O)OCC(C)C)C(c2ccc(Br)s2)NC(=O)N1 (configuration not stated)	-6%	0.4	53	13%	0%	-1.3%	-0.4%	nt	27%	0.1%
Cc1c(C)c2ccc(OC(C)C(=O)N3CC[C@@]4(O)CCCC[C@H]4C3)c(C)c2oc1=O (some centres not stated)	17%	-3.0	112	0%	-3%	-0.7%	0.5%	-3%	-16%	5.8%
CN1CCN(C(=O)C2=C[C@H](c3coc4ccccc4c3=O)C[C@H](OCc3ccc(CO)cc3)O2)CC1	0%	-2.7	86	10%	4%	-0.5%	0.2%	-4%	-4%	2.0%
OCCN1CCN(c2cc(C(F)(F)F)nc3ccccc23)CC1	2%	-0.8	49	1%	-3%	-0.4%	-0.2%	2%	3%	0.0%
COc1ccccc1N(CN1CCCC1=O)C(=O)COc1ccccc1	7%	-1.8	116	20%	3%	2.1%	0.3%	-1%	10%	0.5%	Dengue-2 NS5 capping pilot replicate=-3.7
CCOc1cccc2c1OC1(CCCCC1)N1N=C(c3cccnc3)CC21 (configuration not stated)	8%	-1.2	41	16%	-1%	-0.4%	-0.3%	-5%	-2%	4.0%
COC(=O)C1=C(C(=O)OC)[C@@H]2N(Cc3ccccc3)c3ccccc3[C@@]23C[C@@H](C(=O)OC)N(C(=O)c2ccc(Br)cc2)C3=N1	11%	-1.0	107	6%	-1%	-0.2%	-0.2%	-4%	-6%	0.7%
COCc1cc(Sc2c(Cl)cccc2Cl)nc(-c2ccccc2)n1	-1%	2.4	59	22%	1%	-1.4%	-0.2%	-4%	-11%	2.1%
O=c1cc(CN2CCN(c3ccccc3F)CC2)c2cc3c(cc2o1)CCCC3	2%	8.8	59	9%	-1%	-1.0%	-0.1%	1%	2%	5.8%

Continued, overlapping the part above by 4 compounds.
SMILES	AID2073	NTR1 agonist	NTR1 agonist cell count 20 µM	GPR55 antagonists	SIAH1 antagonists	HIV peptide binding	GPR55 beta-arrestin	Dengue-2 NS5 capping	GPR35 arrestin U2OS	K1F lysis inhibition	others
CCOc1cccc2c1OC1(CCCCC1)N1N=C(c3cccnc3)CC21 (configuration not stated)	8%	-1.2	41	16%	-1%	-0.4%	-0.3%	-5%	-2%	4.0%
COC(=O)C1=C(C(=O)OC)[C@@H]2N(Cc3ccccc3)c3ccccc3[C@@]23C[C@@H](C(=O)OC)N(C(=O)c2ccc(Br)cc2)C3=N1	11%	-1.0	107	6%	-1%	-0.2%	-0.2%	-4%	-6%	0.7%
COCc1cc(Sc2c(Cl)cccc2Cl)nc(-c2ccccc2)n1	-1%	2.4	59	22%	1%	-1.4%	-0.2%	-4%	-11%	2.1%
O=c1cc(CN2CCN(c3ccccc3F)CC2)c2cc3c(cc2o1)CCCC3	2%	8.8	59	9%	-1%	-1.0%	-0.1%	1%	2%	5.8%
CC(C)CNS(=O)(=O)c1ccccc1C(=O)N1CCCCC1	4%	-1.7	100	-7%	-4%	-2.6%	-0.3%	-9%	0%	0.2%
O=C(N/N=C/c1cccnc1)c1cc(-c2cccs2)nc2ccccc12	26%	3.3	40	3%	6%	-1.5%	-0.2%	-11%	-15%	8.9%
Oc1c(C(c2ccccc2)N2CCc3ccccc3C2)sc2ncnn12 (configuration not stated)	14%	0.1	81	-14%	-4%	2.6%	0.8%	1%	16%	-0.8%
COc1cccc(N2CCN(Cc3ccsc3)CC2)c1	-3%	-1.0	40	8%	6%	1.0%	-0.1%	-1%	-9%	0.0%
CCCC(=O)n1nc(NCc2ccc(OC)cc2)nc1NCc1ccc(OC)cc1	-1%	4.5	57	-5%	4%	-0.9%	-0.1%	-7%	-27%	-0.1%
COC(=O)CN(c1ccc(C)cc1)S(=O)(=O)c1ccc2c(c1)n(C)c(=O)c(=O)n2C	11%	0.4	59	-6%	3%	5.4%	0.2%	-5%	2%	0.9%
Cn1c(N)c(C(=O)COC(=O)CCC(=O)c2ccc(F)cc2)c(=O)n(C)c1=O	17%	0.0	52	5%	6%	-1.7%	-0.2%	-1%	-1%	-0.4%
CCCc1cc(=O)[nH]c(Nc2ccc(N3CCCCC3)cc2)n1	-26%	7.8	69	11%	-2%	-0.6%	0.2%	0%	-3%	-0.5%	Dengue-2 NS5 capping pilot replicate=-2.4
CCOc1ccccc1NC(=S)N1CCN(c2ccc(OC)cc2)CC1	-5%	-0.3	56	12%	3%	-1.5%	0.0%	-1%	-8%	-0.4%
CC1(OC(=O)C2CCCC2)C(=O)C=C2C=C(c3ccsc3)N(C3CCCCC3)C=C2C1=O (configuration not stated)	-4%	0.6	52	11%	4%	6.3%	-0.2%	16%	-4%	0.2%

High-throughput results (PubChem BioAssay)

An unsorted share of the library; any-hit rate near 1.2%.
